FEN1 inhibitor – human FEN1 inhibition | Recombinant FEN1 flap cleavage, fluorescence, 15 min | Potency, µM (doses to about 114 µM), for inactives: at the highest dose activity change, negative = inhibition, actives largely listed as inhibitors | actives 0.35% (n = 390,000) | AID 588795; further: nearly all actives have a fitted effect of over 65% in size
Target sequence (P39748 whole entry, looked up): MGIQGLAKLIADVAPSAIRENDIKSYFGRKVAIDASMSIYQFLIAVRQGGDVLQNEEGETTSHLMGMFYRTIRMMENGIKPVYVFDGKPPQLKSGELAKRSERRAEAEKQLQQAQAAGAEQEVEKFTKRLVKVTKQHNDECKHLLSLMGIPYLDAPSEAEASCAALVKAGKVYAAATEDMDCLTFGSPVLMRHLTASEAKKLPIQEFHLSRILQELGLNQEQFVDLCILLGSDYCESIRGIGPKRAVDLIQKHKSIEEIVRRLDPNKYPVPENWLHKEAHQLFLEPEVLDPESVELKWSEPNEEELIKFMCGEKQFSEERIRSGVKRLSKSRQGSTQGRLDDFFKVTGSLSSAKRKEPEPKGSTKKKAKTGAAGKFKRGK
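With each library titrated from low to high concentration, compounds met 10 nM FEN1 for 15 min at room temperature before 50 nM substrate was added; readings at 0 and 15 min fed four-parameter Hill curve fits.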
N370S GC – N370S glucocerebrosidase modulation, Gaucher chaperone candidate | AID 2101 | N370S GC spleen homogenate, 4MU-glucoside fluorescence | P04062 | actives 0.092% (n = 330,000) | Potency, µM (top dose mostly 59.4 µM), without a hit: at the highest dose activity change, negative = inhibition, most hits filed as inhibitors;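 further: 0% = full enzyme activity and -100% = no enzyme basal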
TDP1 block – inhibitors of human tyrosyl-DNA phosphodiesterase TDP1; recombinant TDP1, AlphaScreen DNA substrate cleavage; Q9NUW8; actives 0.28% (n = 350,000); Potency, µM (top dose mostly 130 µM), inactives show top-dose activity change, negative = inhibition, most hits filed as inhibitors; further: nearly all actives have a fitted effect of over 40% in size
Target sequence (Q9NUW8 whole entry, looked up): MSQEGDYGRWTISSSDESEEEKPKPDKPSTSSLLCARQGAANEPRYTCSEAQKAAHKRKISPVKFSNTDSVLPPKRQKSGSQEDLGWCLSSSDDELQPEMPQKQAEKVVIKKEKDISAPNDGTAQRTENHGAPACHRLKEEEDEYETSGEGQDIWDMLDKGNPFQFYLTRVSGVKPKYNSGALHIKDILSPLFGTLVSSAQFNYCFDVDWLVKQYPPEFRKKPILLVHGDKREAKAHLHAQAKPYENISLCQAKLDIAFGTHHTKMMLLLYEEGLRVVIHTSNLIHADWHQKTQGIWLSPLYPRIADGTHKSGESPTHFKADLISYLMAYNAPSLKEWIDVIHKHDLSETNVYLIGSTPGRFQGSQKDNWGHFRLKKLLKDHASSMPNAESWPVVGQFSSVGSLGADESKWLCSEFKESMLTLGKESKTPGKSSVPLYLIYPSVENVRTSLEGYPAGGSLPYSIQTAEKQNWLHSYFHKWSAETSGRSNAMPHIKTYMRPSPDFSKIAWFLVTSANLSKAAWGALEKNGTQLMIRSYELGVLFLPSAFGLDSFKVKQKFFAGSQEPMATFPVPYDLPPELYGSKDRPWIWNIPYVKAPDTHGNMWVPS
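Recombinant E. coli-expressed Tdp1 (1 nM) preincubated with compound 15 min at RT, then 5'-biotin/3'-phosphotyrosine-FITC DNA substrate (15 nM) added for 5 min. AlphaScreen beads (10 ug/ml) added, 10 min RT; tyrosine-FITC cleavage read as signal loss.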
* marks the source's active call; other numbers are inactive results; ? = inconclusive; nt = no result given; & = joins results of further samples; [ ] = remark or other dose. The call rests on the fitted dose curve; in most records, active means well fitted curve in the direction sought with a large enough effect; inconclusive means small, poorly fitted or top-dose-only effect, or another doubt; inactive means no such curve, though single readings can be large; an effect the other way counts as inactive or inconclusive. Unless noted, on the % scale 0 is the no-effect control and ±100 the full control effect; potency means the concentration at half of the fitted maximal effect.

FEN1 inhibitor,N370S GC,TDP1 block,SMILES
-10%,0%,4%[0.0935 µM],O=C(NC1CCCC1)C(c1ccncc1)N(C(=O)c1csnn1)c1cccc(F)c1 (stereo unspecified)
2%,-6%,6%,N[C@@H](Cc1ccccc1)c1nnc(SCc2ccccc2F)o1
1%,6%,2%,CCNc1nc(N)nc(Oc2ccc(OCC)nn2)n1
0%,-11%,6%,CC1(C)CC(=O)C(C=NCCN2CCN(C(=O)c3ccccc3)CC2)=C(O)C1
-5%,nt,9%,CCOc1ccc(CNC(=O)C2CCN(C(=O)c3sccc3-n3cccc3)CC2)cc1
-15%,?,3%,CN(CCOCCOc1ccc(Cl)cc1Br)Cc1ccccc1
17%,-4%,nt,Cn1cncc1COC(=O)c1ccc(Cl)cc1
-11%,3%,5%,CCCCN1C(=O)C(O)(CC(=O)c2c(C)n[nH]c2C)c2cc(Br)ccc21 (stereo unspecified)
0%,nt,9%,CSc1ncc(Cl)c(C(=O)Nc2cc(C(F)(F)F)ccc2Cl)n1
nt,-2%,7%,CC(C)C[C@@H](CC(=O)N[C@@H](CCCN)CC(=O)N[C@@H]1CCCC[C@H]1C(=O)N[C@H](CC(=O)N[C@@H](CCC(=O)O)CC(=O)O)Cc1ccccc1)NC(=O)[C@@H]1CCCC[C@H]1N
2%,1%,0%,COc1cc(C#N)ccc1OCC(=O)NCc1cccs1
-6%,-2%,-1%,Cc1cc(C(=O)N/N=C/c2c[nH]c3ccccc23)c(C)o1
-8%,3%,4%,C=CCSc1nnnn1-c1ccc(OC)cc1
-13%,14%,5%,CCCCN=C1NC(=O)C(CC(=O)Nc2ccc(Cl)cc2)S1 (stereo unspecified)
6%,2%,4%,COP(=O)(OC)c1nc(-c2ccccc2)oc1N1CCOCC1
-9%,-3%,0%,Cc1ccc(CNC(=O)c2ccccc2CCc2ccccc2)cc1
-6%,2%,-3%,CC(=O)NCCCNS(=O)(=O)c1ccc(C)cc1
-8%,-9%,nt,Cc1ccnc(N2CCCC(C(=O)Nc3ccc(C)c(C)c3)C2)n1 (stereo unspecified)
-14%,9%,0%,CCCS(=O)(=O)n1nc(-c2ccccc2)cc1N
9%,-8%,-3%,O=C(Nc1cccc(NC(=O)C2CC2)n1)C1CC1
0%,-19%,3%,COC(=O)COc1ccc(Oc2nc(SC)nc(N(C)C)n2)nn1
4%,nt,2%,c1ccc(Oc2nc3ccccc3n3cccc23)cc1
-7%,-19%,-3%,c1ccc(OCCCc2nc(-c3cccnc3)no2)cc1
2%,-1%,nt,CC1CCCN(CC(=O)Nc2ccc(S(=O)(=O)N3CCCC3)cc2)C1 (stereo unspecified)
7%,-14%,nt,O=C(O)CN1CCN(C(c2ccccc2)c2ccccc2)CC1
-2%,?,nt,CC(=O)n1nc(-c2ccncc2)nc1SCC(=O)Nc1cccc(Cl)c1
0%,?,nt,COc1ccc(NC(=O)c2cc3ccccc3cc2OC)cc1
-11%,nt,3%,COc1ccc(-c2noc(-c3cc(C(C)C)[nH]n3)n2)cc1
1%,?,6%,O=C(NC1CCS(=O)(=O)C1)/C(=C/c1ccc(Cl)cc1)NC(=O)c1ccccc1 (stereo unspecified)
-6%,23%,12%,Cc1ccc(OCCCCn2ccnc2C)c(C)c1

More records
FEN1 inhibitor,N370S GC,TDP1 block,SMILES
3%,nt,1%,O=C(N/N=C/c1ccccc1Br)c1ccc(CSc2cccc3cccnc23)cc1
15%,3%,8%,Cc1cccc(C(=O)N2CCCC(CCC(=O)N3CCN(c4ccccn4)CC3)C2)c1 (stereo unspecified)
2%,5%,5%,COc1cccc(-n2c(SCC(=O)O)nnc2-c2cccnc2)c1
-13%,16%,3%,O=C(Nc1ccc([N+](=O)[O-])cc1)Nc1nc(-c2ccc(Cl)s2)cs1
1%,0%,1%,Cc1ccc(NC(=O)CCn2ccc([N+](=O)[O-])n2)nc1
2%,5%,3%,CN(C)CCC(=O)N1c2ccccc2Sc2ccc(Cl)cc21
-12%,-24%,3%,Cn1nc(C(F)(F)F)cc1-c1ccc(/C=C(\C#N)C(=O)c2ccccc2)s1
nt,0%,-3%,CCOP(=O)(OCC)C(=Cc1cc(C(C)(C)C)c(O)c(C(C)(C)C)c1)P(=O)(OCC)OCC
79µM*,-13%,nt,O=C(/C=C/c1ccc(Br)o1)OCc1nc2ccsc2c(=O)[nH]1
-6%,-9%,1%,COc1ccc(Cc2nnc(NCCO)[nH]c2=O)cc1
2%,-2%,0%,O=C(COC(=O)/C=C/c1ccccc1)Nc1nnc(-c2ccccc2)o1
nt,0%,2%,CCC(NC(=S)NC1CCCCC1)c1ccc(C)cc1 (stereo unspecified)
-3%,-26%,3%,C=CCN1CCN(C(CCC)c2nnnn2Cc2ccco2)CC1 (stereo unspecified)
6%,9%,-2%,COc1ccccc1N1CCN(C(=O)c2ccc(N3CCCC3=O)cc2)CC1
1%,2%,4%,CC(=O)N1CCc2cc(Br)cc(S(=O)(=O)N3CCN(c4ccccn4)CC3)c21
nt,-1%,-4%,Cc1ccc(OCc2nn3c(-c4n[nH]c5c4CCC5)nnc3s2)cc1
-16%,3%,0%,CCCCNC(=O)CNC(=S)N(Cc1ccccc1F)C1CCCCC1
-3%,nt,3%,O=C(Cn1c(SCc2ccccc2F)nc2ccncc21)Nc1ccccc1C(F)(F)F
4%,-9%,5%,c1ccc(COc2ccc(OCCCNC3CCCC3)cc2)cc1
-8%,-10%,0%,CCOC(=O)CNc1c(-c2ccc(O)cc2)nc2ccccn12
9%,nt,-4%,CC1(C)C[C@H]2C3=CCC4[C@@]5(C)CC[C@H](O)C(C)(C)C5CC[C@@]4(C)[C@]3(C)[C@@H](O)[C@@H](O)[C@@]2(CO)[C@@H](O)[C@@H]1O (stereo partly specified)
3%,-4%,-5%,CC(C)CC1NC(=O)N(CC(=O)N2CCCc3ccccc32)C1=O (stereo unspecified)
-4%,1%,0%,Cc1cc(NC(=O)c2ccco2)ccc1NC(=O)c1ccco1
4%,1%,nt,COc1ccc2[nH]c(C(=O)NCc3ccccc3)c(C)c2c1
12%,1%,-4%,O=C(CNS(=O)(=O)N1CCOCC1)N/N=C/c1cccnc1
nt,4%[12.8 µM],1%[21 µM],CCOC(=O)OCC1OC(CCc2ccccc2)CCC1Oc1ccc(OC)cc1 (stereo unspecified)
nt,-2%,2%,CCOC(=O)/C=c1\s/c(=C\c2sccc2C)c(=O)n1CC(=O)NCc1ccc(C)cc1
7%,-7%,7%,Cc1cc2c(n1-c1ccc(C(N)=O)cc1)CC(C)(C)CC2=O
5%,-7%,10%,Cc1ccc(OCc2cc(C(=O)N3CCN(C4CCCC4)CC3)no2)cc1C
0%,1%,-3%,CCOC(=O)c1ccc(NC(=O)CSc2nnc(Cn3c(=O)sc4ccccc43)n2C)cc1

Shown with bars between the fields: four of the compounds above
Structure | FEN1 inhibitor | N370S GC | TDP1 block
COc1ccc(Cc2nnc(NCCO)[nH]c2=O)cc1 | -6% | -9% | 1%
CC1(C)C[C@H]2C3=CCC4[C@@]5(C)CC[C@H](O)C(C)(C)C5CC[C@@]4(C)[C@]3(C)[C@@H](O)[C@@H](O)[C@@]2(CO)[C@@H](O)[C@@H]1O (stereo partly specified) | 9% | nt | -4%
O=C(Cn1c(SCc2ccccc2F)nc2ccncc21)Nc1ccccc1C(F)(F)F | -3% | nt | 3%
Cc1ccc(NC(=O)CCn2ccc([N+](=O)[O-])n2)nc1 | 1% | 0% | 1%

(listing goes on)
FEN1 inhibitor,N370S GC,TDP1 block,SMILES
17%,-7%,nt,O=C(OCc1ccco1)c1cccnc1
-12%,-5%,2%,Cc1cc(CN2CCCC(C(=O)Nc3cccc(-n4cccn4)c3)C2)cc(C)c1O (stereo unspecified)
9%,-8%,2%,COc1cccc2cc(C(=O)NCc3ccc(C)cc3)c(=N)oc12
42%[activator],-5%,1%,Cc1c(NS(=O)(=O)c2cccc(C(=O)OCC(=O)N(C)C3CCCCC3)c2)c(=O)n(-c2ccccc2)n1C
-19%,11%,2%,CCOC(=O)C(=CNc1ccc(C(F)(F)F)cc1Cl)C(=O)OCC
-16%,nt,6%,Cc1ccc2c(c1)C(c1ccccc1)N(C(=O)c1ccc(S(=O)(=O)N3CCCC3)cc1)CC(=O)N2 (stereo unspecified)
4%,-7%,5%,Cc1[nH]nc2c1C(c1cccs1)C1=C(CCCC1=O)N2 (stereo unspecified)
2%,8%,3%,O=C(OCC(=O)N1CCCCCC1)c1ccc(S(=O)(=O)N2CCOCC2)cc1
5%,2%,2%,O=C(O)c1ccc(NS(=O)(=O)c2ccc(Cl)c(Cl)c2)cc1O
15%,6%,3%,CC(C)CC(CO)N1CCN(C(=O)c2ccc(C(C)(C)C)cc2)CCC1=O (stereo unspecified)
-13%,4%,7%,COc1cc(C(=O)Nc2ccncc2)c([N+](=O)[O-])cc1OC
?,-4%&-6%,nt,O=c1c(O)cccc2cc(O)c(O)c(O)c12
-4%,-14%,10%,CCCCCNc1nc2sc3c(c2c(=O)n1-c1cccc(Cl)c1)CCN(C)C3
-2%,nt,5%,COc1cccc(CSc2nc3n(n2)C(CC(C)C)C(C(=O)Nc2ccccc2OC)=C(C)N3)c1 (stereo unspecified)
8%,23%,4%,C=CCn1c2ccccc2c2nnc(SC(CC)C(=O)Nc3nc(C)c(C(=O)OCC)s3)nc21 (stereo unspecified)
-8%,?,9%,CCOC(=O)N1CCC(n2c(SCC(=O)Nc3ccccc3OC)nc3ccccc3c2=O)CC1
7%,6%,-10%,Cc1cc(C)cc(C(=O)N2CC(=O)Nc3ccccc32)c1
-13%,6%,-5%,O=C(Oc1ccccc1C(=O)Oc1ccccc1)c1cccnc1
0%,-9%,0%,COc1ccc(CN(C)CC(=O)NC(C)c2ccccc2)c(OC)c1 (stereo unspecified)
-3%,-24%,3%,COc1ccc(C(=O)N/C(=C\c2ccc3c(c2)OCO3)C(=O)NCCc2nc3ccccc3[nH]2)cc1
4%,0%,1%,O=C(Cc1ccccc1)NO
1%,-7%,2%,Cc1cc(=O)[nH]c2c(C)cc(S(=O)(=O)NCc3ccccc3)cc12
21%,-3%,nt,COc1cc(OC)cc(C(=O)NCC2CCCN(Cc3cccc(C(C)=O)c3)C2)c1 (stereo unspecified)
-5%,-25%,nt,CCn1cc(C(=O)O)c(=O)c2cnc(N3CCN(C(=S)NC(=O)c4ccccc4Cl)CC3)nc21
-3%,2%,1%,CCC1CCCCN1S(=O)(=O)c1ccccc1[N+](=O)[O-] (stereo unspecified)
-2%,0%,8%,CCn1c(-c2cccc(Br)c2)n[nH]c1=S
10%,-9%,5%,CC(CCc1ccccc1)NC(=O)N1CCOCC1 (stereo unspecified)
-5%,-2%,1%,Clc1ccc2c(c1)-c1[nH]ncc1CS2
-8%,?,3%,COC(=O)c1c(NC(=O)Cc2ccccc2)sc(C)c1C
-4%,-21%,3%,Cc1nn(C)c(C)c1/C=C(\C#N)C(N)=O
-1%,0%,1%,O=C(Cc1ccccc1[N+](=O)[O-])OCC(=O)c1c[nH]c2ccccc12
-7%,2%,2%,CCOc1ccc(C2C(C(=O)c3ccco3)=C(O)C(=O)N2CCCn2ccnc2)cc1 (stereo unspecified)

Of the compounds above, these have two or more sulfur atoms.
FEN1 inhibitor,N370S GC,TDP1 block,SMILES
-13%,16%,3%,O=C(Nc1ccc([N+](=O)[O-])cc1)Nc1nc(-c2ccc(Cl)s2)cs1
nt,-2%,2%,CCOC(=O)/C=c1\s/c(=C\c2sccc2C)c(=O)n1CC(=O)NCc1ccc(C)cc1
0%,1%,-3%,CCOC(=O)c1ccc(NC(=O)CSc2nnc(Cn3c(=O)sc4ccccc43)n2C)cc1
8%,23%,4%,C=CCn1c2ccccc2c2nnc(SC(CC)C(=O)Nc3nc(C)c(C(=O)OCC)s3)nc21 (stereo unspecified)

Reformatted: results already given.
CCOC(=O)C(=CNc1ccc(C(F)(F)F)cc1Cl)C(=O)OCC
  FEN1 inhibitor = -19% | N370S GC = 11% | TDP1 block = 2%

CC(CCc1ccccc1)NC(=O)N1CCOCC1 (stereo unspecified)
  FEN1 inhibitor = 10% | N370S GC = -9% | TDP1 block = 5%

COc1cc(C(=O)Nc2ccncc2)c([N+](=O)[O-])cc1OC
  FEN1 inhibitor = -13% | N370S GC = 4% | TDP1 block = 7%

Cc1cc(=O)[nH]c2c(C)cc(S(=O)(=O)NCc3ccccc3)cc12
  FEN1 inhibitor = 1% | N370S GC = -7% | TDP1 block = 2%

Screening results from PubChem.
